Compound activity (PubChem BioAssay)
MEKK3 PB1 HTS: modulators (inhibitors or enhancers) of MEK5 binding to human MEKK3 PB1 domain; bead-based flow cytometry, Alexa488-MEK5 binding to MEKK3; actives lie on both sides; 0 = blocked by unlabeled MEK5, 100 = vehicle; AID 1529; 1.4% of 290,000 active; binding response (% of control), % at 10 µM; Q99759;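 active means binding response more than 3 SD above or below the average of its plate-row segment, actives on both sides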;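 further: Alexa488 bead fluorescence after subtracting the streptavidin-only scavenger bead signal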
IDE cell activ: boosts human insulin-degrading enzyme activity in HEK cells; P14735; FAbeta-B cleavage, fluorescence polarization; 0% vehicle, 100% cell-free pure enzyme wells; activation, % at 5.96 µM; 0.073% of 340,000 active; AID 493087;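 active means activation above the mean of all tested compounds plus 3 SD, set per screening campaign, cut at about 17% in these data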
Target sequence (P14735 whole entry, looked up): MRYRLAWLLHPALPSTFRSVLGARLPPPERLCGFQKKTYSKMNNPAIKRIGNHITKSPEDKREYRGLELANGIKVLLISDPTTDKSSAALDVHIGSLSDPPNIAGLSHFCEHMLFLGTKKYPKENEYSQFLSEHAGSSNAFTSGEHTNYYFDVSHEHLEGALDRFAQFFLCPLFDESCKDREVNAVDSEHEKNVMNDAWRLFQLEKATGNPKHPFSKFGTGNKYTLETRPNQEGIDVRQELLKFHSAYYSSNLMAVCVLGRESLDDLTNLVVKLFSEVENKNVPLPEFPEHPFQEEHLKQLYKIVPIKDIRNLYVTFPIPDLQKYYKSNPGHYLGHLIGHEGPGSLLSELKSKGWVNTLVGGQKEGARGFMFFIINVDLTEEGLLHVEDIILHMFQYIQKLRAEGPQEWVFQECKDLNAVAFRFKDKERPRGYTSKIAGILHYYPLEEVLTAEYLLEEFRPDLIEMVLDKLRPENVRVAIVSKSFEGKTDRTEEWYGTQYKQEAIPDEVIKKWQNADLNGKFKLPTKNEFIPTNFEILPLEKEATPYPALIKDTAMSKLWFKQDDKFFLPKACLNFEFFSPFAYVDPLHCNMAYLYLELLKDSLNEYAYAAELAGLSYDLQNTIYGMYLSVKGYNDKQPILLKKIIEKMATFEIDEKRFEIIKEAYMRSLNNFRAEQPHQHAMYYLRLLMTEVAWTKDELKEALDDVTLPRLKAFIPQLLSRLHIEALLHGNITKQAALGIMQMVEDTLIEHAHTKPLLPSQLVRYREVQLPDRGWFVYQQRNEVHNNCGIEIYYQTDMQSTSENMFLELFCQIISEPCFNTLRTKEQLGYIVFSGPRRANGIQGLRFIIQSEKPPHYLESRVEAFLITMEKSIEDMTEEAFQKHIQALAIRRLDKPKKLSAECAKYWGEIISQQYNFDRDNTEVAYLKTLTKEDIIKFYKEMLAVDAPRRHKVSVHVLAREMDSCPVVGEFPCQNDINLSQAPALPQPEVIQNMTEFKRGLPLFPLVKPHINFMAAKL
UBC9 SUMO inh: SUMOylation inhibition; P63279; HTRF SUMOylation assay, SAE1/SAE2 + UBC9, in vitro; inhibition, % at 35 µM; 0.36% of 290,000 active; in the data active means inhibition above about 50%, passing the limit was not always enough; further: strong numbers were not always called active
VIM-2 inh: blocks Pseudomonas aeruginosa VIM-2 metallo-beta-lactamase; purified VIM-2, nitrocefin hydrolysis, epi-absorbance fluorescence; inhibition, % at 5.6 µM; 0.89% of 290,000 active; AID 1527;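 active means inhibition above the mean of all tested compounds plus 3 SD, cutoff set per screening run, cut at about 7.5% in these data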;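 further: red hydrolysis product quenches plate fluorescence so inhibitors raise well fluorescence; 0% = enzyme with DMSO and 100% = DMSO without enzyme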
DNA FID counter: displaces DNA intercalator in HCV helicase counter-screen | DNA fluorescent intercalator displacement, fluorescence | inhibition, % at 7.9 µM | 0.17% of 290,000 active; in the data active means inhibition above about 37%;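 further: 0% = vehicle and 100% = reference compound; higher means more ethidium bromide displaced from hairpin DNA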
HCV NS3 hel inh: inhibitors of Hepatitis C virus NS3 helicase. inhibition, % at 10.9 µM. AID 1800. NS3 helicase DNA unwinding, Cy5 molecular beacon fluorescence. 0.56% of 290,000 active;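 active means inhibition above the mean of all tested compounds plus 3 SD, set per campaign, cut at about 35% in these data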;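 further: 0% = DMSO wells and 100% = thioflavine S control wells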
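test system = hepatitis C virus NS3 helicase domain fragment enzyme | reagent = annealed dual-labelled DNA beacon duplex, ATP-started | times = 1 h at 25 °C | detection = Cy5 fluorescence, 0 and 60 min reads | read-out basis = percent inhibition from t60/t0 fluorescence ratio | control set = DMSO and thioflavine S | replication = one well per compound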
IMP-1 inhibitor: inhibitors of Pseudomonas aeruginosa IMP-1 metallo-beta-lactamase; purified IMP-1, nitrocefin hydrolysis, epi-absorbance fluorescence; inhibition, % at 5.6 µM; 0.45% of 290,000 active; AID 1556;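 active means inhibition above the mean plus 3 SD of all compounds in the same screening run, cut at about 4.5% in these data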;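 further: 0% = IMP-1 with DMSO and 100% = DMSO wells lacking enzyme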
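System: Purified IMP-1 | Read-out basis: Percent enzyme inhibition | Controls: IMP-1 with DMSO as 0%, enzyme-free DMSO as 100% | Replicates: One well per compound | Doses: 5.6 µM nominal single concentration | Detection: Epi-absorbance fluorescence, 480 nm excitation, 530 nm emission | Incubation: 25 °C, 15 min preincubation, 25 min reaction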
PHOSPHO1 inh: PHOSPHO1 (human) inhibition | Q8TCT1 | recombinant PHOSPHO1, absorbance phosphatase assay | inhibition, % at 13.3 µM | 1.1% of 290,000 active; in the data active means inhibition above about 60%
p-CIP stab down: p/CIP protein destabilization | decrease of EGFP signal, % at 10 µM | F442A p/CIP-EGFP cells, EGFP fluorescence, 16 h | Q05BA5 | 0.01% of 290,000 active;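 active means EGFP signal decrease of at least 30% at 10 µM or well 3 SD below plate mean, unless failing retest; inactive means the rest, including hits failing retest or dose response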; further: some compounds called inactive have numbers as strong as hits; many of its hits are not listed in these tables
Active calls of the source: *; nt = no result given. This is a subset; count on the stated rates, not on these rows.

Sample of the layout:
SMILES	MEKK3 PB1 HTS	IDE cell activ	UBC9 SUMO inh	VIM-2 inh	DNA FID counter	HCV NS3 hel inh	IMP-1 inhibitor	PHOSPHO1 inh	p-CIP stab down
CCOCCCNS(=O)(=O)c1ccc(NC(=O)c2ccc(OC)c([N+](=O)[O-])c2)cc1	97	-1	9	-2.5	2	14	-1.4	23	-22
CCOC(=O)C1=C(C)NC(=O)NC1c1cn(-c2ccccc2)nc1-c1cccs1 (stereo not given)	101	1	-17	1.8	-24	-11	-1.0	0	8

The listing, repeating the preview:
SMILES	MEKK3 PB1 HTS	IDE cell activ	UBC9 SUMO inh	VIM-2 inh	DNA FID counter	HCV NS3 hel inh	IMP-1 inhibitor	PHOSPHO1 inh	p-CIP stab down
CCOCCCNS(=O)(=O)c1ccc(NC(=O)c2ccc(OC)c([N+](=O)[O-])c2)cc1	97	-1	9	-2.5	2	14	-1.4	23	-22
CCOC(=O)C1=C(C)NC(=O)NC1c1cn(-c2ccccc2)nc1-c1cccs1 (stereo not given)	101	1	-17	1.8	-24	-11	-1.0	0	8
COc1cc2c(cc1NC(=O)c1cccc(Br)c1)CCCC2	nt	5	-2	-1.1	-2	-9	-2.8	44	6
COc1cc(/C=C/c2[nH]c(=O)[nH]c(=O)c2[N+](=O)[O-])ccc1OCCC(C)C	98	0	22	0.3	-7	4	-2.1	-28	-5
CCN(CC)S(=O)(=O)c1ccc(C(=O)Nc2ccc(Cc3ccncc3)cc2)cc1	96	-3	-25	-3.8	-13	1	-3.3	6	-18
Cc1cc(C)c(Cn2c(=O)n(CCCC(=O)NCc3ccco3)c(=O)c3sccc32)c(C)c1	116	-1	22	-0.3	-4	4	-0.6	-5	-3
C#CC[N+](C)(C)CCCCCCCCCC	103	-3	-3	-1.6	11	-31	-0.7	-12	-29
CCCCc1nnc(NC(=O)C(C)Sc2nc(C)cc(=O)[nH]2)s1 (stereo not given)	98	6	0	-2.6	-3	-1	-2.6	24	-14
O=C(C[n+]1ccc2ccccc2c1)c1ccccc1	126	-5	20	-2.2	0	-7	-2.4	43	-10
CN(C)c1ccc(-c2cc([C@H]3[C@@H]4C=CCC[C@@]4(C)C(=O)N3Cc3ccccc3)ccc2F)cc1	105	0	-5	nt	nt	nt	nt	22	4
O=S1(=O)CC2N=C(N(Cc3c(F)cccc3Cl)c3ccccc3F)SC2C1 (stereo not given)	80	0	-7	0.2	-23	-2	1.0	-18	-9
CCN(CC)CCCNC(=O)C1c2cc(OC)c(OC)cc2C(=O)N(C)C1c1cccnc1 (stereo not given)	100	-2	3	-0.7	-2	7	0.4	0	1
O=C(c1cnc(N2CCN(c3ccccn3)CC2)c2ccccc12)N1CCN(c2cccc(Cl)c2)CC1	104	-3	29	-1.5	0	4	-2.8	-15	1
Cc1ccc(Sc2c(C)nn(C(=O)C3CC3)c2C)cc1	104	3	-5	-2.3	-1	0	-2.2	-14	-5
CC(C)OCCCNCc1cccs1	106	-1	-1	0.2	2	-2	-2.7	37	-5
CC(C)NS(=O)(=O)c1ccc(CCC(=O)N2CCCC2)cc1	95	6	-10	1.0	-7	-5	-2.5	45	-4
CC(C)(C)NCC1(CO)SC(N)=NC1=O (stereo not given)	92	0	12	-3.1	-1	0	-2.4	9	-4
COc1ccc(CCNC(=O)c2cnc3ccccn3c2=O)cc1	99	3	-8	-4.2	-17	4	-5.9	-4	1
COc1cc(NC(=O)C2CCCN(c3ncnc4c3nc3n4CCCCC3)C2)cc(OC)c1OC (stereo not given)	100	8	-8	0.6	-71	20	-0.7	48	4
COc1ccc(-c2ncnc(C(F)(F)F)c2-c2csc(C)n2)c(O)c1	83	-4	14	-0.7	-15	-4	-2.5	20	4
COc1cccc(CNC(=O)CN2C(=O)CSc3ccc(S(=O)(=O)N4CCCC4)cc32)c1	94	1	8	-2.1	-16	5	-2.1	-10	-11
COc1cccc(CN2CCN(C(=O)c3cccc4ccccc34)CC2)c1	102	5	14	-0.8	-31	-7	1.7	14	1
CC1=NN(c2ccccc2)C(=O)/C1=C\C=C1/N(C)c2ccccc2C1(C)C	98	-8	4	-4.2	-13	-9	-5.7	-4	-22
Cc1cccc(Cn2nc(C)cc2NC(=O)CCCn2ccc([N+](=O)[O-])n2)c1	101	4	-2	-1.4	-9	-10	-2.5	-10	6
COc1ccc(OC)c(-n2nnnc2SCC(=O)NCc2ccc3c(c2)OCO3)c1	104	0	-6	-1.4	-10	-3	-1.8	3	-9

Sorted by molecular weight (rising): part of the list above.
SMILES	MEKK3 PB1 HTS	IDE cell activ	UBC9 SUMO inh	VIM-2 inh	DNA FID counter	HCV NS3 hel inh	IMP-1 inhibitor	PHOSPHO1 inh	p-CIP stab down
CC(C)(C)NCC1(CO)SC(N)=NC1=O (stereo not given)	92	0	12	-3.1	-1	0	-2.4	9	-4
O=C(C[n+]1ccc2ccccc2c1)c1ccccc1	126	-5	20	-2.2	0	-7	-2.4	43	-10
Cc1ccc(Sc2c(C)nn(C(=O)C3CC3)c2C)cc1	104	3	-5	-2.3	-1	0	-2.2	-14	-5
CC(C)NS(=O)(=O)c1ccc(CCC(=O)N2CCCC2)cc1	95	6	-10	1.0	-7	-5	-2.5	45	-4
CC1=NN(c2ccccc2)C(=O)/C1=C\C=C1/N(C)c2ccccc2C1(C)C	98	-8	4	-4.2	-13	-9	-5.7	-4	-22
COc1cccc(CN2CCN(C(=O)c3cccc4ccccc34)CC2)c1	102	5	14	-0.8	-31	-7	1.7	14	1
Cc1cccc(Cn2nc(C)cc2NC(=O)CCCn2ccc([N+](=O)[O-])n2)c1	101	4	-2	-1.4	-9	-10	-2.5	-10	6
CCOC(=O)C1=C(C)NC(=O)NC1c1cn(-c2ccccc2)nc1-c1cccs1 (stereo not given)	101	1	-17	1.8	-24	-11	-1.0	0	8
CCN(CC)S(=O)(=O)c1ccc(C(=O)Nc2ccc(Cc3ccncc3)cc2)cc1	96	-3	-25	-3.8	-13	1	-3.3	6	-18
COc1ccc(OC)c(-n2nnnc2SCC(=O)NCc2ccc3c(c2)OCO3)c1	104	0	-6	-1.4	-10	-3	-1.8	3	-9
CCOCCCNS(=O)(=O)c1ccc(NC(=O)c2ccc(OC)c([N+](=O)[O-])c2)cc1	97	-1	9	-2.5	2	14	-1.4	23	-22
CN(C)c1ccc(-c2cc([C@H]3[C@@H]4C=CCC[C@@]4(C)C(=O)N3Cc3ccccc3)ccc2F)cc1	105	0	-5	nt	nt	nt	nt	22	4
Cc1cc(C)c(Cn2c(=O)n(CCCC(=O)NCc3ccco3)c(=O)c3sccc32)c(C)c1	116	-1	22	-0.3	-4	4	-0.6	-5	-3
COc1cccc(CNC(=O)CN2C(=O)CSc3ccc(S(=O)(=O)N4CCCC4)cc32)c1	94	1	8	-2.1	-16	5	-2.1	-10	-11
COc1cc(NC(=O)C2CCCN(c3ncnc4c3nc3n4CCCCC3)C2)cc(OC)c1OC (stereo not given)	100	8	-8	0.6	-71	20	-0.7	48	4
O=C(c1cnc(N2CCN(c3ccccn3)CC2)c2ccccc12)N1CCN(c2cccc(Cl)c2)CC1	104	-3	29	-1.5	0	4	-2.8	-15	1

Next section:
SMILES	MEKK3 PB1 HTS	IDE cell activ	UBC9 SUMO inh	VIM-2 inh	DNA FID counter	HCV NS3 hel inh	IMP-1 inhibitor	PHOSPHO1 inh	p-CIP stab down
COc1ccc(C(O)Cn2c(=N)n(CCCN(C)C)c3ccccc32)cc1 (stereo not given)	101	2	14	3.1	38*	-6	-2.8	-20	-4
CCCC(=O)Nc1nnc(SCC)s1	95	-4	1	-1.7	7	-8	-2.0	-1	-16
Cn1ncc(C#N)c1NC(=O)C1CC(c2ccccc2Cl)=NO1 (stereo not given)	75	nt	3	0.6	-2	-19	-0.8	33	-10
COc1ccc(NC(=O)CN2C(=O)C(C)SC(C)C2=O)c(OC)c1 (stereo not given)	104	4	12	-0.5	-1	-14	-3.6	-8	0
O=C(CCCC(=O)n1cnc2ccccc21)n1cnc2ccccc21	101	5	2	1.7	5	-4	-0.5	-14	0
O=C1Cc2ccccc2C(=O)N1Cc1ccccc1	103	1	33	-2.7	-3	-6	-1.3	-3	-1
CN1CCN(c2ccc(CNS(=O)(=O)c3ccccc3)cc2)CC1	96	0	16	0.2	-2	1	-3.2	38	-11
Nc1ccc(Br)cc1Br	108	-4	24	-1.7	-2	5	-3.2	34	1
Cc1ccc(Cl)c(OCC(=O)NCc2ccco2)c1	109	-5	5	-1.2	-10	0	0.5	3	-5
COc1ccc(N2C(=O)C(CC(N)=O)N(NC(=O)CCc3ccccc3)C2=O)cc1 (stereo not given)	96	-7	6	-1.6	1	-1	-2.4	52	-7
CCCOc1ccc(-c2csc(N)n2)cc1[N+](=O)[O-]	95	-3	-2	0.6	5	0	2.6	2	5
COc1ccc(C2CC(=O)C(C=NCCO)=C(O)C2)cc1OC (stereo not given)	103	8	4	-3.3	-8	-6	-1.8	31	-1
c1ccc2c(c1)c1c3n2CCNC3CCC1 (stereo not given)	106	-2	17	-1.9	4	-6	-3.8	-4	-7
C(=N\c1nccs1)/c1cccnc1	121	1	-7	-5.8	1	1	-4.2	22	4
COc1cccc(CCC(=O)N2CCC(n3nccc3NC(=O)C3CCOC3)CC2)c1 (stereo not given)	102	7	-1	-0.9	-16	0	-0.5	42	-2
COc1ccc(-n2c(CN3CCN(c4ccccn4)CC3)nc3ccc([N+](=O)[O-])cc3c2=O)c(OC)c1	100	2	17	-2.6	-3	5	-1.2	13	-12
N#Cc1c(N)nc(SCC(=O)C23CC4CC(CC(C4)C2)C3)c(C#N)c1-c1ccc(Cl)cc1	112	4	-9	-2.7	1	-4	-0.3	33	-1
COc1ccc(C(=O)CCc2ccccc2)cc1	101	-3	-2	-4.8	-11	4	-0.3	27	-5
Cc1cc(C)n(-c2nc3c(c(=O)n(C)c(=O)n3C)n2CCO)n1	102	2	-1	-1.2	-1	-7	-2.0	16	-4
COc1cc(C(=O)N2CCN(c3ccccc3OC)CC2)c([N+](=O)[O-])cc1OC	98	1	22	-1.1	-18	1	-0.6	44	-13
CCOC(=O)CNC(=O)c1cn(CC(C)C)c(=O)c2cc(OC)c(OC)cc12	97	7	22	-1.2	-14	-1	-1.1	-13	8
c1cncc(-c2nc3ccccc3o2)c1	107	5	17	-0.1	3	5	-0.5	-3	-3
Cc1ccc(CNC(=O)c2cc(=O)c3cc(C)ccc3o2)cc1	101	2	19	0.0	-14	-7	1.3	7	-21
Cc1c(NC(=O)C(C)Sc2ccc3ccccc3n2)c(=O)n(-c2ccccc2)n1C (stereo not given)	93	2	17	-3.1	-24	-1	-2.0	16	13
CN(Cc1cn(Cc2ccccc2)nc1-c1ccc2c(c1)OCO2)Cc1nccn1C	100	3	10	-5.5	8	-8	-2.7	50	-3
Cc1nn(C)c(C)c1CN(C)C(=O)C1c2ccccc2Oc2ccccc21	108	-1	19	-0.3	-31	3	3.6	-8	9
Cc1nn2c(=O)c(NC(=O)c3ccc(Cl)cc3)cnc2s1	104	7	12	0.3	0	-5	-1.7	-16	4
N#CCC(=O)Nc1ccc(C(=O)Nc2cccnc2)cc1	103	7	30	-0.3	-4	1	-2.9	33	-6
Oc1ccc2oc3c(c2c1/C=N/n1cnnc1)CCCC3	105	0	30	-2.0	-2	3	-4.1	7	-11
